COUP-TFII inh = NR2F2 transcriptional activity inhibitors, primary screen, cell-based, luciferase reporter, HEK293T, luminescence; COUP transcription factor 2 (Homo sapiens), P24468; HEK293T NGFI-A luciferase reporter; inhibition, % at 8.6 µM; 0.7% of 370,000 active; AID 686940, 2013;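 active = inhibition above a per-plate cutoff, mean inhibition of test wells between control levels plus 3 SD, cut at about 38% in these data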;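 note: cells cotransfected with COUP-TFII expression vector driving the NGFI-A reporter; 0% = median of COUP-TF2 test wells and 100% = reporter-only cells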
TLR9-MyD88 block = inhibitors of TLR9-MyD88 association in cells, primary screen, cell-based, CHO, BLA complementation, fluorescence | Toll-like receptor 9 (Homo sapiens) + Myeloid differentiation primary response protein … | CCF4 FRET ratio | inhibition, % at 4.98 µM | 0.21% of 340,000 active;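 active = inhibition above the mean over all tested compounds plus 3 SD, cut at about 21% in these data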;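 note: 0% = DMSO only wells and 100% = clavulanate BLA inhibitor control wells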
SRC1 inh = SRC1 coactivator transcriptional activity inhibitors, primary screen, cell-based, luminescence; HEK293 GAL4-SRC1 luciferase reporter; Nuclear receptor coactivator 1 (Homo sapiens), Q15788; inhibition, % at 3.6 µM; 0.12% of 360,000 active;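 active = inhibition above the campaign mean plus 3 SD, with each screening campaign given its own cutoff, cut at about 60% in these data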;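 note: 0% = DMSO treated cells and 100% = gossypol at 36 µM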
Target sequence (Q15788 whole entry, looked up, the tested form may be a part): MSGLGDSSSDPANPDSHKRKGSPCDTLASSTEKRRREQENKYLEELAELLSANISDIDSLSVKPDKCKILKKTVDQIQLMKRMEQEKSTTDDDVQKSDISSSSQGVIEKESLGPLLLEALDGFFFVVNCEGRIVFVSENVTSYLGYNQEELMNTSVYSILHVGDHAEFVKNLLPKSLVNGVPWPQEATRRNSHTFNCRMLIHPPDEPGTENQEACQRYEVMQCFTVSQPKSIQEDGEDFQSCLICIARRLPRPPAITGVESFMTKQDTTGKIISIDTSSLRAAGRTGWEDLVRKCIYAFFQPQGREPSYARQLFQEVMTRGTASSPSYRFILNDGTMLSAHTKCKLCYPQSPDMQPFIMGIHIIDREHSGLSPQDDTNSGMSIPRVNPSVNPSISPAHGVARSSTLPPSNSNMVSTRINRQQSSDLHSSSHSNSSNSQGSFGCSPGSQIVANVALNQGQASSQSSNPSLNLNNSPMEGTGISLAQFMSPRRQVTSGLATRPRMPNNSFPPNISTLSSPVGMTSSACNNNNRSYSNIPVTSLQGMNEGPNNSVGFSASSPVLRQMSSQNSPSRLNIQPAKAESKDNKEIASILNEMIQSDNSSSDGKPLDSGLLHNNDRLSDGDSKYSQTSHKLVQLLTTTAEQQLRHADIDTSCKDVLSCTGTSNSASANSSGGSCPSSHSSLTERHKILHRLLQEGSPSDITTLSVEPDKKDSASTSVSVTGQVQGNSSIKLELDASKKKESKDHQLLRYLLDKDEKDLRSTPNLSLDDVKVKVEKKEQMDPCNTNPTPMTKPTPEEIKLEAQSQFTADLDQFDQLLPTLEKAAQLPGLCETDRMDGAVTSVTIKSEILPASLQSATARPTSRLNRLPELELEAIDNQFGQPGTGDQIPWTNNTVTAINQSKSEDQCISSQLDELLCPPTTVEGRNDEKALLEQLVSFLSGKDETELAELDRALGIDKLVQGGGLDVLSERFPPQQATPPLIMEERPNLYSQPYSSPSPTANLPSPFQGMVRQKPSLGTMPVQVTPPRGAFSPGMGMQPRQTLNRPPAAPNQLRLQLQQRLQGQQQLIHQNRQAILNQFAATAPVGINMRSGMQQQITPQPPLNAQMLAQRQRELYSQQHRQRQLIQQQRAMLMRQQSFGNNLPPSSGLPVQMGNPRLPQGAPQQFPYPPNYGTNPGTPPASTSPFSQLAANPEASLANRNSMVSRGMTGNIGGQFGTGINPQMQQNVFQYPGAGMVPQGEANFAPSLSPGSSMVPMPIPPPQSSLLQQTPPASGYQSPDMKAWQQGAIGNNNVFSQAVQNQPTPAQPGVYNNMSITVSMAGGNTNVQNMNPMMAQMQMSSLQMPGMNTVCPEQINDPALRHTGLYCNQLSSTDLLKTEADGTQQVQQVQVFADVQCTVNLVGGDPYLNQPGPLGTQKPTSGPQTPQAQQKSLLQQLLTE
TWEAK Fn14 block = inhibitors of TWEAK-Fn14 signaling, primary screen, luciferase reporter cells, uHTS; AID 1159606, 2016; TWEAK-stimulated Fn14 reporter cells, luciferase luminescence, 8 h; 2% of 360,000 active; inhibition, % at 10 µM; in the data active = inhibition above about 50%
TROY signal inh = inhibitors of TROY-driven NF-kB signaling, primary screen, Q293 LMP1-TROYcd cells, NF-kB luciferase, uHTS. 0.98% of 360,000 active. inhibition, % at 10 µM. Q293 LMP1-TROYcd NF-kB luciferase reporter, 4 h. AID 1347056, 2019;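 active = compounds whose plate-normalised and pattern-corrected inhibition of the luciferase reporter signal at the single screening dose is 50% or more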
SRC2 inh = inhibition of GAL4-SRC2 driven luciferase reporter, primary screen, SRC2 inhibitor project, cell-based, luminescence. HEK293 GAL4-SRC2 luciferase reporter. inhibition, % at 9 µM. AID 651957, 2012. 0.17% of 370,000 active. Nuclear receptor coactivator 2 (Homo sapiens), Q15596;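 active = inhibition above the mean inhibition of all tested compounds plus 3 SD, set per campaign, cut at about 52% in these data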;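 note: 0% = DMSO treated cells and 100% = cells given Gossypol at 36 µM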
SRC3 inh = SRC3 coactivator transcriptional activity inhibitors, primary screen, cell-based, luminescence; AID 588352, 2011; inhibition, % at 3.6 µM; 0.17% of 360,000 active; HEK293 GAL4-SRC3 luciferase reporter; Nuclear receptor coactivator 3 (Homo sapiens), Q9Y6Q9;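 active = inhibition above a per-campaign cutoff, the mean of all compounds plus 3 SD, cut at about 60% in these data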;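 note: 0% = DMSO-treated cells and 100% = gossypol-treated cells at 36 µM; higher means less SRC3-driven luciferase light from the GAL4 reporter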
NR5A2 inv ag = LRH-1 (NR5A2) inverse agonists, primary screen, cell-based, luminescence, HEK293T, StAR-luciferase reporter; AID 602396, 2012; inhibition, % at 3.6 µM; Nuclear receptor subfamily 5 group A member 2 (Homo sapiens), O00482; 0.13% of 360,000 active; LRH-1 transfected, 24 h;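 active = inhibition above the mean inhibition of all tested compounds plus 3 SD, cut at about 73% in these data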;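 note: 0% = DMSO wells and 100% = reporter-only cells lacking LRH-1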
Exocytosis inh = LAMP-1 surface exposure blockers, TALL-104 cells – cell-based, flow cytometry, MLPCN library, primary screen; 0.66% of 360,000 active; AID 651702, 2012; TALL-104 LAMP-1 surface exposure; cells stimulated with thapsigargin and PMA; inhibition, % at 10 µM;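 active = inhibition above about 55%, limit read from the data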
ABHD5 PLIN5 PPI = ABHD5-PLIN5 interaction inhibitors, primary screen, cell lysate, split luciferase complementation, luminescence | Perilipin-5 (Homo sapiens) + 1-acylglycerol-3-phosphate O-acyltransferase ABHD5 (Homo … | Split G. princeps luciferase complementation, 4 h | inhibition, % at 4 µM | 0.78% of 360,000 active;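 active = inhibition above the mean inhibition across every tested compound plus 3 SD, cut at about 22% in these data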;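 note: 0% = DMSO only wells and the 100% control is not disclosed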
NOD2-RIPK2 inh = NOD2-RIPK2 binding disruptors in cells, primary screen, fluorescence, CHO cells, BLA complementation; inhibition, % at 4.98 µM; Receptor-interacting serine/threonine-protein kinase 2 (Homo sapiens), O43353; 0.38% of 360,000 active; CCF4 ratio; in the data active = inhibition above about 21%;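 note: 0% = vehicle only and 100% = reference blocker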
The depositor's hits bear a star.

Screening N#Cc1nc(Cc2ccccc2)oc1NCCc1ccccc1 returned COUP-TFII inh -33, TLR9-MyD88 block 8, SRC1 inh -68, TWEAK Fn14 block -57, TROY signal inh -68, SRC2 inh -16, SRC3 inh -71, NR5A2 inv ag -60, Exocytosis inh 3, ABHD5 PLIN5 PPI -3 and NOD2-RIPK2 inh 1.
CCOc1ccc(-c2c(C(=O)N/N=C/c3ccc(C)s3)nnn2-c2nonc2N)cc1 was read as TLR9-MyD88 block 6, SRC1 inh 4, TWEAK Fn14 block 4, TROY signal inh -1, SRC3 inh 0, NR5A2 inv ag 2, Exocytosis inh -2, ABHD5 PLIN5 PPI -4 and NOD2-RIPK2 inh -8.
For O=C1CSC(c2ccccn2)N1c1ccccc1 (stereo unspecified) the results were COUP-TFII inh -9, TLR9-MyD88 block 3, SRC1 inh -8, TWEAK Fn14 block -6, TROY signal inh 21, SRC2 inh 6, SRC3 inh 10, NR5A2 inv ag -9, Exocytosis inh -2, ABHD5 PLIN5 PPI -1 and NOD2-RIPK2 inh -2.
COc1ccc(Cl)cc1NC(=O)CN(C)C(=O)c1n[nH]c2ccccc12 was read as COUP-TFII inh 33, TLR9-MyD88 block -4, SRC1 inh 22, TWEAK Fn14 block 12, TROY signal inh 5, SRC2 inh 21, SRC3 inh 9, NR5A2 inv ag 16, Exocytosis inh -13, ABHD5 PLIN5 PPI 4 and NOD2-RIPK2 inh 4.
O=C(CCCOc1ccccc1)Nc1ccc(S(=O)(=O)N2CCOCC2)cc1 was read as COUP-TFII inh 18, TLR9-MyD88 block -7, SRC1 inh 10, TWEAK Fn14 block -15, TROY signal inh -4, SRC2 inh 23, SRC3 inh 9, NR5A2 inv ag 0, Exocytosis inh 0, ABHD5 PLIN5 PPI -5 and NOD2-RIPK2 inh -10.
`CC1CCCCN1C(=O)COC(=O)c1cc([N+](=O)[O-])ccc1N` (stereo unspecified) gave COUP-TFII inh -10, TLR9-MyD88 block 4, SRC1 inh -29, TWEAK Fn14 block -17, TROY signal inh -61, SRC2 inh 14, SRC3 inh -35, NR5A2 inv ag -10, Exocytosis inh 8, ABHD5 PLIN5 PPI 8 and NOD2-RIPK2 inh -9.
`O=C(CSc1nnc(-c2ccccc2NC(=O)c2ccccc2)o1)OC1CCCCC1` gave COUP-TFII inh 4, TLR9-MyD88 block 8, SRC1 inh -10, TWEAK Fn14 block 24, TROY signal inh 2, SRC2 inh 5, SRC3 inh -1, NR5A2 inv ag 14, Exocytosis inh 10, ABHD5 PLIN5 PPI 2 and NOD2-RIPK2 inh 0.
For CCc1ccc(N=C2NC(=O)/C(=C/c3ccc(OCC(=O)O)c(OC)c3)S2)cc1 the results were COUP-TFII inh -2, TLR9-MyD88 block -6, SRC1 inh -5, TWEAK Fn14 block -8, TROY signal inh -7, SRC2 inh 4, SRC3 inh 6, NR5A2 inv ag 0, Exocytosis inh 0, ABHD5 PLIN5 PPI -3 and NOD2-RIPK2 inh -8.
Screening NC(=O)COc1c(-c2ccccc2)oc2ccccc2c1=O returned COUP-TFII inh -11, TLR9-MyD88 block -5, SRC1 inh -3, TWEAK Fn14 block 10, TROY signal inh -12, SRC2 inh -3, SRC3 inh 0, NR5A2 inv ag 0, Exocytosis inh 3, ABHD5 PLIN5 PPI 1 and NOD2-RIPK2 inh 4.
For CC[C@@]1(C(=O)OC)N[C@H](CN(C)S(=O)(=O)c2ccccc2)[C@@H]2C(=O)N(Cc3ccccc3)C(=O)[C@@H]21 the results were COUP-TFII inh -1, TLR9-MyD88 block 0, SRC1 inh -7, TWEAK Fn14 block -7, TROY signal inh -1, SRC2 inh 12, SRC3 inh -14, NR5A2 inv ag 2, Exocytosis inh -1, ABHD5 PLIN5 PPI 15 and NOD2-RIPK2 inh 8.
`Cc1ccc(NC(=O)CCn2c(=O)[nH]c3ccsc3c2=O)cc1F` gave COUP-TFII inh 7, TLR9-MyD88 block -6, SRC1 inh 19, TWEAK Fn14 block 10, TROY signal inh 4, SRC2 inh 1, SRC3 inh 4, NR5A2 inv ag -3, Exocytosis inh -1, ABHD5 PLIN5 PPI 2 and NOD2-RIPK2 inh -3.
Cc1ccc(NC(=O)CCS(=O)(=O)c2cccc3nonc23)c(Cl)c1 was read as COUP-TFII inh -29, TLR9-MyD88 block -9, SRC1 inh 7, TWEAK Fn14 block -10, TROY signal inh -1, SRC2 inh -12, SRC3 inh 12, NR5A2 inv ag 2, Exocytosis inh 5, ABHD5 PLIN5 PPI -1 and NOD2-RIPK2 inh 1.
`CC(C)(C)n1nnnc1C(c1ccccn1)N(Cc1ccccc1)Cc1ccc(Cl)cc1` (stereo unspecified) gave COUP-TFII inh -5, TLR9-MyD88 block -10, SRC1 inh 7, TWEAK Fn14 block 10, TROY signal inh 8, SRC2 inh 6, SRC3 inh 19, NR5A2 inv ag 18, Exocytosis inh 2, ABHD5 PLIN5 PPI -3 and NOD2-RIPK2 inh 5.
Screening O=C(NCCc1c[nH]c2ccccc12)C(=O)NCC1CCCO1 (stereo unspecified) returned COUP-TFII inh -2, TLR9-MyD88 block 4, SRC1 inh -17, TWEAK Fn14 block 5, TROY signal inh -12, SRC2 inh -3, SRC3 inh 12, NR5A2 inv ag -6, Exocytosis inh -2, ABHD5 PLIN5 PPI -2 and NOD2-RIPK2 inh -4.
For CC(=O)Oc1ccc(/C=C(\NC(=O)c2cccc(Br)c2)C(=O)Nc2ccc(C(=O)O)cc2)cc1 the results were COUP-TFII inh 8, TLR9-MyD88 block -2, SRC1 inh -5, TWEAK Fn14 block -2, TROY signal inh -8, SRC2 inh -1, SRC3 inh 2, NR5A2 inv ag -10, Exocytosis inh -15, ABHD5 PLIN5 PPI 3 and NOD2-RIPK2 inh -4.
Screening Cc1ccccc1Cn1ccc(NC(=O)c2cnn3c(C(F)(F)F)cc(-c4ccco4)nc23)n1 returned COUP-TFII inh -2, TLR9-MyD88 block -4, SRC1 inh -10, TWEAK Fn14 block 46, TROY signal inh 25, SRC2 inh 0, SRC3 inh 17, NR5A2 inv ag -29, Exocytosis inh 2, ABHD5 PLIN5 PPI -9 and NOD2-RIPK2 inh -12.
Screening CC1CCCC(NC(=O)CCNC(=O)c2ccc([N+](=O)[O-])cc2)C1C (stereo unspecified) returned COUP-TFII inh 17, TLR9-MyD88 block -3, SRC1 inh -26, TWEAK Fn14 block 76*, TROY signal inh -20, SRC2 inh 3, SRC3 inh 7, NR5A2 inv ag 1, Exocytosis inh -1, ABHD5 PLIN5 PPI 9 and NOD2-RIPK2 inh -7.
`CN(CC(=O)N1CCCCCC1)S(=O)(=O)c1ccccc1` gave COUP-TFII inh -42, TLR9-MyD88 block 2, SRC1 inh -41, TWEAK Fn14 block -1, TROY signal inh -18, SRC2 inh -61, SRC3 inh -61, NR5A2 inv ag -36, Exocytosis inh -2, ABHD5 PLIN5 PPI 2 and NOD2-RIPK2 inh -7.
Screening Cc1ccc(S(=O)(=O)NNc2c3ccccc3nc3ccc(Cl)cc23)cc1 returned COUP-TFII inh -3, TLR9-MyD88 block -31, SRC1 inh -2, TWEAK Fn14 block -45, TROY signal inh -7, SRC2 inh 6, SRC3 inh -13, NR5A2 inv ag -23, Exocytosis inh -2, ABHD5 PLIN5 PPI -5 and NOD2-RIPK2 inh -1.
`CC(C)(C)OC(=O)C[C@@H]1C/C=C\C[C@@H](CC(=O)NCCO)C(=O)N[C@H](Cc2c[nH]c3ccccc23)COC1=O` gave COUP-TFII inh 8, TLR9-MyD88 block 7, SRC1 inh -4, TWEAK Fn14 block -8, TROY signal inh 0, SRC2 inh -6, SRC3 inh -6, NR5A2 inv ag 16, Exocytosis inh -6, ABHD5 PLIN5 PPI 2 and NOD2-RIPK2 inh -5.
`CN(C(=O)c1ccc(Br)cc1)C1CCS(=O)(=O)C1` (stereo unspecified) gave COUP-TFII inh 13, TLR9-MyD88 block 7, SRC1 inh -8, TWEAK Fn14 block 3, TROY signal inh -9, SRC2 inh 8, SRC3 inh 4, NR5A2 inv ag -8, Exocytosis inh -2, ABHD5 PLIN5 PPI 8 and NOD2-RIPK2 inh 0.
Screening COc1ccc(C(=O)N2CCN(Cc3nc(CC4CC4)no3)CC2)cc1 returned COUP-TFII inh -1, TLR9-MyD88 block 0, SRC1 inh -1, TWEAK Fn14 block -4, TROY signal inh 2, SRC2 inh 9, SRC3 inh -2, NR5A2 inv ag -10, Exocytosis inh 0, ABHD5 PLIN5 PPI -6 and NOD2-RIPK2 inh -2.
C[C@@H]1CC=C[C@H]2[C@H]1C(=O)N(Cc1ccccc1)[C@H]2c1ccc(/C=C/c2ccccc2)cc1F was read as COUP-TFII inh 4, TLR9-MyD88 block -1, SRC1 inh -1, TWEAK Fn14 block 4, TROY signal inh 7, SRC2 inh 5, SRC3 inh 15, NR5A2 inv ag 0, Exocytosis inh 12, ABHD5 PLIN5 PPI 4 and NOD2-RIPK2 inh 1.
`c1cc2c3c(cccc3c1)NN=N2` gave COUP-TFII inh -9, TLR9-MyD88 block 4, SRC1 inh -1, TWEAK Fn14 block -2, TROY signal inh 2, SRC2 inh -6, SRC3 inh 2, NR5A2 inv ag 4, Exocytosis inh -8, ABHD5 PLIN5 PPI -1 and NOD2-RIPK2 inh 4.
COc1cccc(NC(=O)CN(c2ccc([N+](=O)[O-])cc2)S(=O)(=O)c2ccccc2)c1 was read as COUP-TFII inh 15, TLR9-MyD88 block -5, SRC1 inh -8, TWEAK Fn14 block 3, TROY signal inh 1, SRC2 inh 5, SRC3 inh 3, NR5A2 inv ag -16, Exocytosis inh 6, ABHD5 PLIN5 PPI 0 and NOD2-RIPK2 inh 5.
For CNC(=O)/C(C#N)=C/c1c(N2CCN(c3ccc(OC)cc3)CC2)nc2c(C)cccn2c1=O the results were COUP-TFII inh 16, TLR9-MyD88 block -9, SRC1 inh 7, TWEAK Fn14 block 0, TROY signal inh 10, SRC2 inh -25, SRC3 inh 7, NR5A2 inv ag 21, Exocytosis inh 1, ABHD5 PLIN5 PPI -4 and NOD2-RIPK2 inh -5.

Compound activity (PubChem BioAssay)

The list is partial; count on the stated rates, not on these rows.
